Bioassay records as filed in PubChem.
TRHR enhancer: qHTS for Small Molecule Agonists and Allosteric Enhancers of Human TRH Receptor: Primary Screen for Enhancers; Thyrotropin-releasing hormone receptor (Homo sapiens), P34981; TRHR cells, fluo-8 calcium fluorescence, EC20 TRH enhancement; enhancement, % at 2 µM; 360,000 tested, 0.66% active; in the data active = enhancement above about 30%; note: 0% is about no effect
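TRHR-expressing cells loaded with fluo-8 calcium dye were read kinetically (ex 480/em 530) during compound addition, then stimulated with an EC20 of TRH (10 nM final). Enhancement of the Gq-mediated intracellular calcium response was scored.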
D2 antagonist: HTS Assay for Allosteric Antagonists of the Human D2 Dopamine Receptor: Primary Screen for Antagonists. D(2) dopamine receptor (Homo sapiens), P14416. HEK293 TREx D2 cells, calcium flux, dopamine EC80. inhibition, % at 10 µM. 340,000 tested, 2% active. AID 485344, 2010; in the data active = inhibition above about 30%; note: 0% is about no effect
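Tetracycline-induced HEK293 T-REx cells expressing D2 force-coupled to calcium signalling were dye-loaded, exposed to compound for 180 s, then challenged with an EC80 of dopamine; calcium flux was followed kinetically for a further 180 s.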
USP1 inh: Inhibitors of USP1/UAF1: Primary Screen; Ubiquitin carboxyl-terminal hydrolase 1 (Homo sapiens), O94782; recombinant USP1/UAF1, Ub-Rhodamine cleavage fluorescence; Potency, µM (titrated, usually from 57.1 µM), inactives show at the highest dose activity change, negative = inhibition, actives largely listed as inhibitors; 390,000 tested, 0.23% active; AID 743255, 2014; note: potency is the fitted concentration of half-maximal effect; % is set by controls: 0 for no effect and ±100 for the full control effect; nearly all actives have a fitted effect of over 60% in size; inactives centre near -12
Target sequence (O94782 whole entry, looked up): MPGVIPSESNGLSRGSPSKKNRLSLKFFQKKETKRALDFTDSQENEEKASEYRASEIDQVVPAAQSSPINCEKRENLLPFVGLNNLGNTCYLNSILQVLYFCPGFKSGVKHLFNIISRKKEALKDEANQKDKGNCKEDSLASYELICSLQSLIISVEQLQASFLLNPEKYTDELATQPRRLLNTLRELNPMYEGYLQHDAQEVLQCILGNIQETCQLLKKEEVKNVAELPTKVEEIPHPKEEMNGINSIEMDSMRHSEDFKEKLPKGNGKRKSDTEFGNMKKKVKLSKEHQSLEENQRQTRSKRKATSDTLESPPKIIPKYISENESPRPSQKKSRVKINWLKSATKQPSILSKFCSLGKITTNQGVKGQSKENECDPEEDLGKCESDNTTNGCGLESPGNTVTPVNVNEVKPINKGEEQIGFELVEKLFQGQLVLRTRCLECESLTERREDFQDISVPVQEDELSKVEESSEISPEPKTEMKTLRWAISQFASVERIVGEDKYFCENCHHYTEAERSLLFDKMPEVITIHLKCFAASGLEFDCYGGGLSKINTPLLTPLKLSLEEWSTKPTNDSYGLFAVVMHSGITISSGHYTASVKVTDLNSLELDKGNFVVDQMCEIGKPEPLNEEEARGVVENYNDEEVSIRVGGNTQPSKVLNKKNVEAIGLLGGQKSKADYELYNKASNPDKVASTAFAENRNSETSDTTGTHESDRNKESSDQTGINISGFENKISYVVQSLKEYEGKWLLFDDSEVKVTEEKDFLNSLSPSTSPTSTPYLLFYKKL
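High-throughput fluorogenic screen: 1nM USP1/UAF1 complex, Ub-Rho substrate 150nM final, 50mM HEPES pH 7.8 with 0.5mM EDTA, 0.1 mg/ml BSA, 1mM TCEP and 0.01% Tween-20.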
mIDH1 inhibitor: qHTS for Inhibitors of mutant isocitrate dehydrogenase 1 (IDH1): qHTS. IDH1-R132H enzyme, NADPH consumption, diaphorase/resazurin fluorescence. Potency, µM (titrated, usually from 76.6 µM), for inactives: at the highest dose activity change, negative = inhibition, actives largely listed as inhibitors. 390,000 tested, 0.093% active. Isocitrate dehydrogenase [NADP] cytoplasmic (Homo sapiens), O75874; note: potency is the fitted concentration of half-maximal effect; % is set by controls: 0 for no effect and ±100 for the full control effect; nearly all actives have a fitted effect of over 65% in size
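IDH1-R132H (0.5 ug/mL dispensed) in pH 7.5 Tris buffer was preincubated 30 min with compound, then given a substrate mix of 0.016 mM NADPH and 2 mM alpha-KG for 80 min at room temperature; remaining NADPH was read by diaphorase/resazurin fluorescence.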
D2 ag: HTS Assay for Allosteric Agonists of the Human D2 Dopamine Receptor: Primary Screen for Agonists; D(2) dopamine receptor (Homo sapiens), P14416; HEK293 T-REx D2 cells, calcium flux agonist mode; activation, % at 2 µM; 340,000 tested, 0.53% active;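 active = activation over 3 SD above normal in the single-dose calcium agonist read, cut at about 30% in these data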; note: 0% is about no effect
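HEK293 Trex D2 cells, tetracycline-induced, o/n 30 C 5% CO2; no-wash Ca dye, RT 30–90 min; 10-cycle baseline, 23 nl cpd added, kinetic Ca read 180 s; agonist hits = positive Ca response.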
TRHR ag: qHTS for Small Molecule Agonists and Allosteric Enhancers of Human TRH Receptor: Primary Screen for Agonists | Thyrotropin-releasing hormone receptor (Homo sapiens), P34981 | TRHR cells, calcium flux fluo-8, FDSS agonist mode | activation, % at 2 µM | 360,000 tested, 0.18% active; in the data active = activation above about 30%; note: 0% is about no effect
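Fluo-8-loaded TRHR cells; 10 s baseline, compound added, kinetic Ca2+ fluorescence read 1/s, agonist mode.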
Pin1 inh: qHTS Assay to Find Inhibitors of Pin1. AID 504891, 2011. Pin1 FP peptide displacement, HiFluor488, 10 min. Peptidyl-prolyl cis-trans isomerase NIMA-interacting 1 (Homo sapiens), Q13526. Potency, µM (highest dose often 115 µM), without a hit: at the top dose activity, negative = inhibition, usual class: inhibitors. 390,000 tested, 0.009% active; active = well fitted inhibition curve with a large enough effect in the polarisation, with a control signal flat, not every such curve was filed as active; inconclusive = small, poorly fitted or top-dose-only effect, or effect the other way, or a change in a side signal; inactive = no such curve, though single readings can be large or run the other way; the % refers to the polarisation; note: potency is the fitted concentration of half-maximal effect; % is set by controls: 0 for no effect and ±100 for the full control effect
Target sequence (Q13526 whole entry, looked up): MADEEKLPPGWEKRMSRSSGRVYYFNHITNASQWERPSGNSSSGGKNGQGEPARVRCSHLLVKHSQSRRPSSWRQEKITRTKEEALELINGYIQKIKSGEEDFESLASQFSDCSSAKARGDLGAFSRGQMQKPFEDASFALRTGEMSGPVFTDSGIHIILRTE
TrxR1 substrate: qHTS Assay for Substrates of Mammalian Selenoprotein Thioredoxin Reductase 1 (TrxR1): qHTS; purified TrxR1 substrate turnover, NADPH consumption readout; Potency, µM (doses to about 114 µM), without a hit: at the top dose activity change, negative = substrate turnover; Thioredoxin reductase 1, cytoplasmic (Rattus norvegicus), O89049; 390,000 tested, 0.01% active; note: potency is the fitted concentration of half-maximal effect; % is set by controls: 0 for no effect and ±100 for the full control effect; nearly all actives have a fitted effect of over 50% in size
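Rat TrxR1, dispensed at 90 nM, was prereduced with 400 uM NADPH (final) for 5 min at ~22 deg C, then incubated with compound 15 min before 400 uM selenite. A first-read NADPH fluorescence drop versus no-compound background flagged substrates.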
rTrxR1 inhibitor: qHTS Assay for Inhibitors of Mammalian Selenoprotein Thioredoxin Reductase 1 (TrxR1): qHTS | Thioredoxin reductase 1, cytoplasmic (Rattus norvegicus), O89049 | recombinant rTrxR1, NADPH fluorescence consumption, selenite substrate | Potency, µM (titrated, usually from 114 µM), for the others: at the highest dose activity change, negative = inhibition, actives largely listed as inhibitors | 390,000 tested, 1% active; note: potency is the fitted concentration of half-maximal effect; % is set by controls: 0 for no effect and ±100 for the full control effect; nearly all actives have a fitted effect of over 65% in size
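Rat TrxR1 (90 nM in the dispensed reagent) was pre-reduced with 400 uM NADPH for 5 min at room temperature, then incubated with compound for 15 min. After 400 uM selenite was added, NADPH fluorescence (Ex 340/Em 450 nm) was followed for 8 min.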
Starred values were filed as active, the others as inactive; ? = inconclusive; · = no result given; & = joins results of further samples; [ ] = remark or other dose. Unless noted, calls come from the whole dose curve; as a rule, active = well fitted inhibition curve with a large enough effect; inconclusive = small, poorly fitted or top-dose-only effect; inactive = no such curve, though single readings can be large or run the other way. An excerpt; the hit share may differ from the screen's.

(1) CC(C)C(=O)Nc1cccc(NC(=S)NC(=O)c2ccccc2Cl)c1
(2) C#CCNC(=O)C1=C[C@@H](c2ccc(C#C)cc2)C[C@@H](OCCCCO)O1
(3) Cc1cccc2nc(Cn3c(=O)n(-c4ccc(Cl)cc4)c(=O)c4c5c(sc43)CCC5)cc(=O)n12
(4) COc1ccc(NC(=O)CCCNC(=O)c2ccc(Cl)cc2)cc1OC
(5) CCCc1nc2ccc(NC(=O)c3ccco3)cc2c(=O)n1Cc1ccc(Cl)cc1
(6) COc1cc(C(=O)N2CCN(c3ccccc3Cl)CC2)ccc1OCC(=O)N1CCOCC1
(7) CCC(C(=O)OCC(=O)Nc1ccc(F)cc1)c1ccccc1 (centres undefined)
(8) Cc1c(Br)c(C(F)(F)F)nn1CC(=O)NCC1CCCO1 (centres undefined)
Compound,1,2,3,4,5,6,7,8
TRHR enhancer,1,·,4,-2,0,-2,1,9
D2 antagonist,-15,·,·,-14,0,-5,-5,-2
USP1 inh,-16%,-26%,-7%,-18%,-25%,-19%,-22%,-10%
mIDH1 inhibitor,2%,-4%,12%,-9%,1%,-1%,10%,6%
D2 ag,0.6,·,·,-3.4,-0.1,0.4,0.6,-0.3
TRHR ag,0.3,·,1.6,-2.4,1.8,-0.6,0.7,0.0
Pin1 inh,-3%,23%,-2%,0%,69%[activator],1%,1%,0%
TrxR1 substrate,-13%,2%,-3%,-2%,13%[57.1 µM],3%,-9%,11%
rTrxR1 inhibitor,?,?,-3%,4%,3%[57.1 µM],23%,-5%,19%

(9) Cc1occc1C(=O)Nc1nn[nH]n1
(10) CCCC(=O)NC(c1ccc(N(C)C)cc1)c1ccc2cccnc2c1O (centres undefined)
(11) CC12CC3CC(C)(C1)CC(C(=O)NCc1cccnc1)(C3)C2
(12) Fc1ccccc1C(c1nnnn1Cc1ccc2c(c1)OCO2)N1CCN(Cc2ccco2)CC1 (centres undefined)
(13) CN(C)CCN1C(=O)C(=O)/C(=C(/O)c2ccccc2)C1c1ccccc1F (centres undefined)
(14) CCOC(=O)c1c(N)nn(C(=O)CC)c1-c1ccccc1
(15) Cc1cccc(-c2sc(Nc3ccccc3)n[n+]2-c2ccccc2)c1
(16) CCCCCN1CC(O)=C(c2nc(-c3ccc(Cl)cc3)cs2)C1=N
Compound,9,10,11,12,13,14,15,16
TRHR enhancer,8,3,-11,0,4,2,-3,4
D2 antagonist,-17,2,·,-2,1,7,2,-3
USP1 inh,-12%,-9%,-3%,-17%,2%,-19%,-31%,-15%
mIDH1 inhibitor,2%,10%,9%,17%,0%,2%,3%,4%
D2 ag,-0.1,-0.3,·,2.6,-2.0,0.2,0.0,-1.5
TRHR ag,0.7,0.9,-0.2,-0.1,-0.1,-0.4,-0.4,-1.1
Pin1 inh,-1%,-7%,-6%,0%,2%,-1%,1%,11%
TrxR1 substrate,-11%,-7%,0%[57.1 µM],-10%,-17%,7%[57.1 µM],1%,5%
rTrxR1 inhibitor,-17%,-18%,2%[57.1 µM],-10%,-18%,15%[57.1 µM],1%,26%

(17) Cn1nc(C(=O)NNC(=O)CCc2ccccc2Cl)c2ccccc2c1=O
(18) C=CCN(CC(=O)c1sc(C(=O)OCC)nc1C)c1cccc(Br)c1
(19) COc1ccc(CN2CCNC(=O)C2CC(=O)N2CCCO2)c(OC)c1 (centres undefined)
(20) Cc1ccc(NC(=O)/C=C/C(=O)O)c(NC(=O)c2ccccc2)c1
(21) COc1cc2c(cc1OC)-c1cc(NC3CCCCCC3)nc(=O)n1CC2
(22) CCOC(=O)NCc1ccccc1
(23) Cc1csc(SCC(=O)NCCc2ccc(Cl)cc2)n1
(24) CCCC1(C(=O)O)NC(c2ccc(OC)cc2O)C2C(=O)N(c3ccc(OC)cc3)C(=O)C21 (centres undefined)
Compound,17,18,19,20,21,22,23,24
TRHR enhancer,4,·,-2,5,9,-5,4,4
D2 antagonist,3,·,-1,-8,-37,28,2,6
USP1 inh,0%,-21%,-22%,-13%,-3%,5%,-16%,-22%
mIDH1 inhibitor,0%,-1%,6%,3%,3%,23%,2%,6%
D2 ag,-0.1,·,1.6,-0.4,-2.9,0.9,0.3,0.9
TRHR ag,-0.2,·,1.4,0.5,-1.0,-0.4,0.5,0.2
Pin1 inh,-14%,4%,-3%,0%,-6%,5%,-4%,-12%
TrxR1 substrate,-10%,0%,2%,-4%,38%[activator],-4%,9%[0.0914 µM],6%
rTrxR1 inhibitor,-12%,-6%,6%,15%,14%,20%,17%,19%

(25) Cc1cccc(NC(=O)c2cc(Cl)sc2Cl)c1C
(26) COC(=O)c1cc(NC(=O)CN(c2ccc3c(c2)OCO3)S(C)(=O)=O)ccc1Cl
(27) CCCNC(=O)CSc1nnc(-c2ccccc2Br)n1-c1cccc(C(F)(F)F)c1
(28) CCCCn1c(N)c(N(CCC(C)C)C(=O)c2ccc([N+](=O)[O-])s2)c(=O)[nH]c1=O
(29) c1ccc(-c2nc(C3CCCCC3)c3ccccc3n2)cc1
(30) CCSc1oc(-c2cccs2)nc1S(=O)(=O)c1ccccc1
(31) CCOC(=O)N1CCN(C(=O)Nc2cccc3ccccc23)CC1
(32) COc1ccc(N2C(=O)NC(NS(=O)(=O)c3ccc(NC(C)=O)cc3)(C(F)(F)F)C2=O)cc1 (centres undefined)
Compound,25,26,27,28,29,30,31,32
TRHR enhancer,-3,5,-2,-5,13,-10,-7,-2&-3
D2 antagonist,-7,-4,-8,4,8,24,10,-15
USP1 inh,-19%,-16%,6%,-15%,?,-25%,-2%,-2%&-23%
mIDH1 inhibitor,-1%,11%,1%,9%,13%,16%,-5%,3%&32%
D2 ag,-0.7,0.0,-0.1,0.4,1.6,0.1,0.1,0.3&-0.6
TRHR ag,-1.6,-0.2,-1.0,1.3,-0.3,-0.7,-0.4,-0.3&0.7
Pin1 inh,-4%,2%,2%,10%,1%,62%[activator],-3%,-4%&1%
TrxR1 substrate,12%[57.1 µM],-2%,-7%,1%[57.1 µM],-7%[57.1 µM],15%[57.1 µM],6%[57.1 µM],-7%&-1%
rTrxR1 inhibitor,14%[57.1 µM],4%,5%[57.1 µM],1%[57.1 µM],10%[57.1 µM],14%[57.1 µM],30%[57.1 µM],-11%&2%

Two of these compounds, set out differently:
26. COC(=O)c1cc(NC(=O)CN(c2ccc3c(c2)OCO3)S(C)(=O)=O)ccc1Cl
- TRHR enhancer: 5
- D2 antagonist: -4
- USP1 inh: -16%
- mIDH1 inhibitor: 11%
- D2 ag: 0.0
- TRHR ag: -0.2
- Pin1 inh: 2%
- TrxR1 substrate: -2%
- rTrxR1 inhibitor: 4%
25. Cc1cccc(NC(=O)c2cc(Cl)sc2Cl)c1C
- TRHR enhancer: -3
- D2 antagonist: -7
- USP1 inh: -19%
- mIDH1 inhibitor: -1%
- D2 ag: -0.7
- TRHR ag: -1.6
- Pin1 inh: -4%
- TrxR1 substrate: 12%[57.1 µM]
- rTrxR1 inhibitor: 14%[57.1 µM]

Later entries.
(33) O=C(O)CCCCn1c(SCc2ccccc2Cl)nc2ccsc2c1=O
(34) N#Cc1ccc(COC(=O)C2CCC(=O)N2)cc1 (centres undefined)
(35) CC(=O)Oc1c(S(=O)(=O)c2ccccc2)c(C)nn1C(C)(C)C
(36) O=C(Cc1c(F)cccc1Cl)NNC(=S)Nc1ccc(S(=O)(=O)Nc2ncccn2)cc1
(37) CC1CCN(CCCCOc2ccccc2Br)CC1
(38) COc1cccc(C(=O)Nc2ccc(NC(=O)c3ccco3)c(Cl)c2)c1
(39) Nc1ccc(NC(=O)c2ccco2)c(Cl)c1
(40) NC(=O)NC[C@@H]1CC[C@@H](Cc2ccc(-c3ccccc3)cc2)O1
(41) Cc1nc2ccc(NC(=O)c3ccc([N+](=O)[O-])cc3)cc2s1
(42) COc1ccccc1NC(=O)C(C)OC(=O)CCC1CCCCC1 (centres undefined)
(43) COc1cccc(N2CCN(C(=O)C3CCCN(S(=O)(=O)c4ccc5c(c4)oc(=O)n5C)C3)CC2)c1 (centres undefined)
Compound,33,34,35,36,37,38,39,40,41,42,43
TRHR enhancer,5,21,-1,2,-3,3,-4,·,0,-9,1&21
D2 antagonist,-9,6,12,3,91*,-1,-5,·,-8,-2,19
USP1 inh,-22%,-2%,-19%,-19%,5%,-13%,-17%,-19%,-12%,-18%,-9%&-29%
mIDH1 inhibitor,17%,6%,0%,2%,-5%,29%,2%,-3%,2%,4%,0%&13%
D2 ag,1.0,-0.5,-0.6,1.9,0.7,-0.9,-0.1,·,-1.1,0.1,0.6&-0.6
TRHR ag,0.5,0.5,0.2,0.5,-0.5,-0.2,-0.7,·,0.5,-0.3,0.0&-0.7
Pin1 inh,1%,-1%,?,2%,0%,8%,-1%,-9%,6%,0%,4%&-2%
TrxR1 substrate,-2%,13%,-4%,-1%,-10%,14%[57.1 µM],2%,3%,5%,-12%,2%&2%
rTrxR1 inhibitor,12%,31%,8%,-7%,-6%,46%[activator][57.1 µM],19%,5%,9%,-8%,20%&13%
